Compound activity: PubChem BioAssay, National Center for Advancing Translational Sciences (NCATS)
BLM inh: blocks DNA unwinding by human BLM helicase; P54132; recombinant BLM DNA unwinding, fluorescence dequenching; Potency, µM (series often up to 56.1 µM), for inactives: top-dose activity change, negative = inhibition, most hits filed as inhibitors; 350,000 tested, 0.2% active;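 also: plate controls were vehicle for no effect and no enzyme for full effect; nearly all actives have a fitted effect of over 35% in size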
Pol beta inh: DNA polymerase beta (human) inhibition | P06746 | Pol beta primer extension/strand displacement, fluorescence kinetic | Potency, µM (highest dose often 114 µM), inactives show at the top dose activity change, negative = inhibition, most hits filed as inhibitors | 340,000 tested, 1.3% active | AID 485314; also: % is scaled to controls: 0 for no effect and ±100 for the full control effect
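Kinetic readout of DNA synthesis with strand displacement by Pol beta. Compound and 10 nM enzyme sit 15 min at room temperature; 50 nM substrate starts the reaction, read immediately and at 10 min.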
BAZ2B inh: BAZ2B (human) inhibition; Q9UIF8; AlphaScreen BAZ2B-H3K14Ac peptide displacement; Potency, µM (series often up to 114 µM), without a hit: top-dose activity change, negative = inhibition, hits mostly inhibitors; 360,000 tested, 4.4% active; AID 504333; also: % is scaled to controls: 0 for no effect and ±100 for the full control effect; nearly all actives have a fitted effect of over 60% in size
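AlphaScreen displacement of biotin-H3(5-23)K14Ac peptide (50 nM final) from BAZ2B (50 nM final) in PBS pH 7.4, 0.01% Tween-20; complex preformed 30 min RT, then compounds (top 110 uM) 30 min RT, beads 20 min dark.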
POLH inh: blocks human DNA polymerase eta activity. recombinant Pol eta, fluorescent DNA replication assay. Potency, µM (highest dose often 114 µM), inactives show at the highest dose activity change, negative = inhibition, most hits filed as inhibitors. 390,000 tested, 1.2% active. AID 588591; also: % is scaled to controls: 0 for no effect and ±100 for the full control effect
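Pol eta (10 nM) was preincubated with compounds for 15 min at room temperature, after which fluorescent replication substrate (50 nM final) was added to start the reaction. Fluorescence was read kinetically at 0 and 10 min.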
G9a block: inhibitors of human histone lysine methyltransferase G9a | 350,000 tested, 8.8% active | G9a H3K9 monomethylation, AlphaScreen, 2 h | Q96KQ7 | Potency, µM (highest dose often 102 µM), without a hit: at the highest dose activity, negative = inhibition, actives largely listed as inhibitors | AID 504332; also: % is scaled to controls: 0 for no effect and ±100 for the full control effect; nearly all actives have a fitted effect of over 75% in size
Target sequence (Q96KQ7 913-1193 limits assumed): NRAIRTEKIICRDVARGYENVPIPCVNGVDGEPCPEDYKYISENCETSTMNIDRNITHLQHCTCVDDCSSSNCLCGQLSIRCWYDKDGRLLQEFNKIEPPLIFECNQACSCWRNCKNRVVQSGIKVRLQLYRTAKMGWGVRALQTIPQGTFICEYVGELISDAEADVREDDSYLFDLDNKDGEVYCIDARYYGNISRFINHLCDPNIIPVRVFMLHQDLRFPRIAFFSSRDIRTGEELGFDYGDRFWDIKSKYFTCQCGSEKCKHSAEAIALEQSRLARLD
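AlphaScreen read-out: biotin-H3K9 peptide (500 nM) methylation by 20 nM enzyme with 20 uM SAM, 2 h at room temperature after 15 min compound preincubation; anti-monomethyl H3K9 antibody plus donor/acceptor beads, 10 min dark.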
POLK inh: blocks human DNA polymerase kappa activity; 400,000 tested, 0.53% active; Potency, µM (series often up to 107 µM), for inactives: at the top dose activity, negative = inhibition, hits mostly inhibitors; Q9UBT6; purified Pol kappa, fluorescent DNA synthesis assay, 10 min; also: % is scaled to controls: 0 for no effect and ±100 for the full control effect
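Pol kappa 10 nM + cpd, 15 min RT; start w/ substrate 50 nM final; fluorescence kinetic read, 0 and 10 min. Neg ctrl: buffer, no enzyme.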
APEX1 inh: APE1 (human) endonuclease inhibition; P27695; Potency, µM (titrated, usually from 65.8 µM), for inactives: at the highest dose activity change, negative = inhibition, actives largely listed as inhibitors; recombinant APE1, TAMRA/BHQ-2 abasic DNA cleavage fluorescence; 350,000 tested, 0.35% active;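 also: plate controls were vehicle for no effect and reference inhibitor for full effect; nearly all actives have a fitted effect of over 55% in size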
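Measures dequenching upon AP-site incision of a 5'-TAMRA/3'-BHQ-2 THF-containing duplex, 50 nM; human APE1 0.75 nM after 15 min room-temperature exposure to compound; kinetic three-point read at one-minute spacing.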
POLI inh: inhibitors of human DNA polymerase iota | Q9UNA4 | Pol iota fluorescent replication assay, 10 min | Potency, µM (series often up to 115 µM), without a hit: at the highest dose activity, negative = inhibition, usual class: inhibitors | 390,000 tested, 1% active
Target sequence (Q9UNA4 whole entry, looked up): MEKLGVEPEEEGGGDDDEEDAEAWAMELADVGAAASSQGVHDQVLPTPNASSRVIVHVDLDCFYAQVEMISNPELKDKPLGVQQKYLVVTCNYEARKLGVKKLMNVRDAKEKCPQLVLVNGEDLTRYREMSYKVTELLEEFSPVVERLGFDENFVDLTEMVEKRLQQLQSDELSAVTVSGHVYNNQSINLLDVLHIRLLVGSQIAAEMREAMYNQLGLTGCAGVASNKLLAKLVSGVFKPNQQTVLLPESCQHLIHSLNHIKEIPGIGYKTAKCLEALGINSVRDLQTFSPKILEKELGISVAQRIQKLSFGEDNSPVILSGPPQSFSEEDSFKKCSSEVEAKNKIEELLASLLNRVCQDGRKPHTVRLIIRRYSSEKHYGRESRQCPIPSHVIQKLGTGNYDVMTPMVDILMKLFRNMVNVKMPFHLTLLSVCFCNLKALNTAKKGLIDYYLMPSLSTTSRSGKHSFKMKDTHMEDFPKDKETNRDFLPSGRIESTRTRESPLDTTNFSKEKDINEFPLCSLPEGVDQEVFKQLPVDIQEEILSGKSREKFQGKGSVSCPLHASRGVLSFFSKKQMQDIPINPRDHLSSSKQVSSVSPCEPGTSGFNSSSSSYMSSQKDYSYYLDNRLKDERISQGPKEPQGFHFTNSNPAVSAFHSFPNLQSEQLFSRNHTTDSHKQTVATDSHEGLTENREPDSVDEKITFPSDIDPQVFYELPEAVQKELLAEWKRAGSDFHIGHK
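Fluorescent replication assay read twice, at 0 min and 10 min after adding 50 nM (final) substrate. Enzyme (10 nM) and compounds were first incubated 15 min at room temperature; enzyme-free buffer wells were negative controls.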
Apoferritin bind: binds horse apoferritin like a general anesthetic. 350,000 tested, 0.074% active. Potency, µM (titrated, usually from 77.5 µM), for inactives: at the top dose activity change, negative = displacement, usual class: inhibitors. P02791. apoferritin/1-aminoanthracene competitive binding, fluorescence. AID 485281; also: % is scaled to controls: 0 for no effect and ±100 for the full control effect; nearly all actives have a fitted effect of over 20% in size
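Read-out: endpoint 1-AMA fluorescence, excitation 380 nm and emission 535 nm, after compounds sit 10 min at room temperature with 10 uM horse-spleen apoferritin in 50% saturated 1-AMA/PBS. Values come from four-parameter Hill fits.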
* = called active by the depositor; ? = inconclusive; · = no result given; & = joins results of further samples; [ ] = remark or other dose. Calls follow the shape of the dose curve; as a rule, active = well fitted curve in the direction sought with a large enough effect; inconclusive = small, poorly fitted or top-dose-only effect, or another doubt; inactive = no such curve, though single readings can be large; an effect the other way counts as inactive or inconclusive. Potency is read from the fitted curve at half-maximal effect.

Each structure is followed by: BLM inh	Pol beta inh	BAZ2B inh	POLH inh	G9a block	POLK inh	APEX1 inh	POLI inh	Apoferritin bind
CC(=O)NC(Cc1ccccc1)C(=O)OCC(=O)c1ccc(Cl)cc1 (configuration not stated)
  2%	2%	4%	-13%	9%[59 µM]	-14%	6%	11%	-12%
CC(=O)c1ccc(NC(=O)c2ccc(C)c(S(=O)(=O)N3CCOCC3)c2)cc1
  -1%	-2%	2%	-9%	-2%	-2%	-9%	107%[activator]	-3%
COc1cc(/C=N/NC(=S)NCc2ccccc2)ccc1OCC#N
  -5%	29%	3%	-11%	10%[59 µM]	-4%	-1%	-5%	-11%
Cc1nc(Nc2ccccc2)sc1-c1ccccc1
  -19%	3%[57.1 µM]	?	-20%	?	-13%	0%	6%	3%
CC(C)C(=O)Nc1nnc(SCC(=O)NCc2ccc3c(c2)OCO3)s1
  0%	-16%	-4%	-14%	-1%	4%	-4%	83%[activator]	-1%
CCCCC[C@H]1CN(Cc2ccccc2)C(=O)[C@@H]1CC(=O)NCc1ccccc1
  -5%	38%	13%	-15%	·	4%&5%	-15%	-16%&16%	-3%
CCCCN(C)c1c(N2CCC(C(=O)OCC)CC2)c(=O)c1=O
  0%	16%	-1%	-21%	·	-7%	13%	35%[activator]	-3%
CCCn1c(N)c(N(CCOC)C(=O)c2cc3c(s2)CCC(CC)C3)c(=O)[nH]c1=O (configuration not stated)
  ·	·	5%	-2%	21%[2.33 µM]	-6%	5%	71%[activator]	·
O=C(C1CCCO1)N1CCN(C(=S)Nc2cccc(Cl)c2)CC1 (configuration not stated)
  0%	5%	8%	-5%	13%[59 µM]	-8%	0%	-84%	2%
COc1cc(/C=N/NC(=O)c2cc(C34CC5CC(CC(C5)C3)C4)[nH]n2)ccc1O
  -12%	-21%	-37%	?	?	-12%	?	11%	?

Entries above containing a halogen (2):
Each structure is followed by: BLM inh	Pol beta inh	BAZ2B inh	POLH inh	G9a block	POLK inh	APEX1 inh	POLI inh	Apoferritin bind
CC(=O)NC(Cc1ccccc1)C(=O)OCC(=O)c1ccc(Cl)cc1 (configuration not stated)
  2%	2%	4%	-13%	9%[59 µM]	-14%	6%	11%	-12%
O=C(C1CCCO1)N1CCN(C(=S)Nc2cccc(Cl)c2)CC1 (configuration not stated)
  0%	5%	8%	-5%	13%[59 µM]	-8%	0%	-84%	2%

Going on with the list.
Each structure is followed by: BLM inh	Pol beta inh	BAZ2B inh	POLH inh	G9a block	POLK inh	APEX1 inh	POLI inh	Apoferritin bind
COc1cc(OC)c(OC)cc1/C=C/c1nc2cc3ccccc3cc2c(=O)n1-c1ccccc1Br
  -4%	-3%	-38%	-28%	?	-7%[60.1 µM]	·	13%	3%
O=C(CN1C2CCCC1CC(NC(=O)C1CCCCC1)C2)Nc1ccccc1 (configuration not stated)
  -5%	31%	4%	-5%	2%	-1%	8%	14%	-4%
CCOC(=O)c1cnc2c(C)c(Cl)ccc2c1Nc1ccc(N2CCOCC2)cc1
  -9%	-4%	10µM*	-24%	7.9µM*	-1%	·	-3%	-11%
Cc1cc(=O)n2c(C)n[nH]c2n1
  0%	-2%	12%	-6%	-1%[12.7 µM]	-8%	0%	-2%	9%
COc1ccc(OC)c(S(=O)(=O)NCC(=O)O)c1
  -1%	-3%	-28%	-25%	-2%	-5%	4%	14%	6%
O=C1COc2ccc(C(=O)COC(=O)CNC(=O)c3ccccc3)cc2N1
  4%	10%	-1%	-21%	-38%	-1%[60.1 µM]	1%	39%[activator]	?
COC(=O)COc1ccc(S(=O)(=O)NCc2ccc3c(c2)OCO3)cc1
  -7%	6%	-31%	-20%	1%	-6%	58%[activator]	23%	-11%
CN(C)S(=O)(=O)c1cccc(NC(=O)CCc2nc3cc(S(=O)(=O)N4CCOCC4)ccc3n2C)c1
  ·	·	1%	1%	?	-15%	14%	-6%	·
COc1cc(NC(=O)Cc2ccccc2)ccc1NC(=O)Cc1ccccc1
  -4%	-4%	7%	4%	·	-4%	-6%	13%	-2%
COc1ccc(C(=O)CSc2nnn(-c3cccc(NC(C)=O)c3)n2)cc1
  0%	-18%	-1%	3%	24%	1%	-1%	-6%	-8%

Looked up above:
Entry for CCOC(=O)c1cnc2c(C)c(Cl)ccc2c1Nc1ccc(N2CCOCC2)cc1 under Apoferritin bind: -11%
Entry for O=C(CN1C2CCCC1CC(NC(=O)C1CCCCC1)C2)Nc1ccccc1 (configuration not stated) under POLH inh: -5%
Entry for COc1cc(OC)c(OC)cc1/C=C/c1nc2cc3ccccc3cc2c(=O)n1-c1ccccc1Br under POLK inh: -7%[60.1 µM]
Entry for O=C1COc2ccc(C(=O)COC(=O)CNC(=O)c3ccccc3)cc2N1 under POLK inh: -1%[60.1 µM]

(cont.)
Each structure is followed by: BLM inh	Pol beta inh	BAZ2B inh	POLH inh	G9a block	POLK inh	APEX1 inh	POLI inh	Apoferritin bind
Cc1cc(NC(=O)C(C)Oc2ccc(Cl)cc2Cl)no1 (configuration not stated)
  -4%	3%	1%	-11%	0%	-9%	29%	16%	6%
Cc1ccccc1Nc1nnc(SCC(=O)NCc2cccs2)s1
  -2%	1%	-4%	-8%	-8%	-11%	-2%	5%	-16%
O=C(COC(=O)C12CC3CC(CC(Br)(C3)C1)C2)Nc1cccnc1Cl
  -8%	?	3%	4%	14%	-22%	8%	98%[activator]	?
COc1ccccc1N(C)S(=O)(=O)c1ccc(C(=O)Nc2nc(C)c(C(C)=O)s2)cc1
  ·	·	2%	1%	-2%[2.33 µM]	-2%	32%	2%	·
O=C(NCC1CCCO1)c1ccccn1 (configuration not stated)
  2%	?	12%	3%	?	-8%	14%	-2%	5%
COc1ccc(N(CC(=O)NCc2ccco2)C(=O)CCC(=O)Nc2ccccn2)cc1
  -1%	32%	-17%	-16%	9%	-3%	24%	37%[activator]	6%
COc1ccc(NC(=O)CC2C(=O)N(c3ccccc3)C(=O)N2CCc2cccs2)cc1 (configuration not stated)
  -5%	1%	-20%	-13%	-6%[59 µM]	-12%	-5%	-4%	-12%
O=C(CSCc1cnn(-c2ccccc2)c1-n1cccc1)NCc1ccccc1F
  -4%	-5%	-18%	-14%	-35%[59 µM]	-20%	·	6%	37%[activator]
COc1cccc(-n2c(=O)c3sccc3n(CC(=O)NC3CCCC3)c2=O)c1
  0%	?	2%	-11%	21%	0%	62%	125%[activator]	5%
S=C(Nc1ccc2c(c1)OCO2)Nc1ccccc1Cl
  -5%	-26%	-17%	31%[activator]	?	-11%	-5%	13%	0%
CN1CCN(c2oc(-c3ccc(COc4ccc(Cl)cc4)o3)nc2C#N)CC1
  -9%	?	25µM*	-11%	11µM*	-3%	·	12%	-8%
Clc1ccc(-c2noc3ncnc(NCCc4ccccc4)c23)cc1
  -7%	-2%	42%[activator][57.1 µM]	-21%	11%[59 µM]	-4%	·	6%	1%
COc1ccc(CNC(=O)COc2ccc(S(=O)(=O)N3CCOCC3)cc2C)cc1
  1%	?	3%	-13%	4%	-24%	23%	47%[activator]	-15%
CCc1ccccc1-n1c(N)c(C(=O)OC)c2nc3ccccc3nc21
  -6%	26%	-6%	-5%	-2%[59 µM]	-7%	·	23%	670%[activator]
CC(Sc1ccc(Cl)cc1)C(=O)NNC(=O)c1csc(N2CCOCC2)n1 (configuration not stated)
  0%	5%	-4%	0%	·	-11%	9%	14%	-7%
OCCC1CN(C/C(Cl)=C/c2ccccc2)CCN1C1CCCC1 (configuration not stated)
  -4%	5%	-1%	3%	?	-12%	0%	72%[activator]	-8%
CC(C)COc1ccc(C(=O)Nc2cccc(-c3nc4ccccc4[nH]3)c2)cc1
  -11%	-18%	-1%	-17%	4%[59 µM]	-10%	·	-23%	-14%
O=c1cc(N2CCNCC2)oc2c(-c3ccccc3)cccc12
  -4%	·	·	·	12%[59 µM]	-9%[60.1 µM]	-3%	·	-4%
CC1=C(CC(=O)c2ccc(Cl)cc2)C(=O)c2ccccc2C1=O
  -11%	?	32µM*	-5%	?	-6%	1%	?	-14%
Cc1ccc(-n2c(SCC(=O)Nc3ccc4c(c3)OCCO4)nc3c([nH]c4ccccc43)c2=O)cc1
  -7%	-26%	-4%	-8%	-3%[59 µM]	-6%[60.1 µM]	·	2%	44%[activator]
COc1ccccc1CC(=O)Nc1ccc2nc(Nc3cccc(Cl)c3)cc(C)c2c1
  0%	10%	3%	-12%	29%[59 µM]	0%	·	10%	27%
Cc1cc(C2C(=O)CC(=O)CC2c2ccccc2)on1 (configuration not stated)
  -14%	-24%	-12%	?	?	-2%	-4%	3%	-13%
O=C1/C(=C\c2cccs2)N=C(c2cccs2)N1Nc1ccccc1
  -10%	-16%	?	3%	40µM*	-9%	-4%	5%	-21%
CC1Cc2nc(SCC(=O)Nc3nccs3)n(Cc3ccccc3)c(=O)c2S1 (configuration not stated)
  0%	57%	11%	-19%	15%[59 µM]	-15%	3%	16%	-11%
Cc1cccc(Oc2ccc(NS(=O)(=O)c3ccc(C)c(C(=O)O)c3)cc2)c1
  ·	·	-6%	-13%	-3%[59 µM]	-10%	8%	38%	·
CC(=O)N1Cc2ccccc2C(C)CC12CCCC2 (configuration not stated)
  -11%	-12%	3%	-12%	12%[59 µM]	-11%	-4%	166%[activator]	-10%

Some of the compounds tested (hit frequency here may not be typical).
